OXTR potentiator: potentiators of human oxytocin receptor; P30559; CHO-OTR cells, Fluo-8 calcium fluorescence, potentiator mode; 0% = oxytocin EC15, 100% = EC100; activation, % at 3 µM; 320,000 tested, 0.061% active; AID 2445;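 active = activation above that plate's cutoff, the mean activation of tested compounds plus 3 SD, cut at about 6.6% in these data, passing the limit was not always enough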;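 note: 100% uses oxytocin at 75 nM as the full agonist control; some results filed as inactive read as strong as hits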
Target sequence (P30559 whole entry, looked up): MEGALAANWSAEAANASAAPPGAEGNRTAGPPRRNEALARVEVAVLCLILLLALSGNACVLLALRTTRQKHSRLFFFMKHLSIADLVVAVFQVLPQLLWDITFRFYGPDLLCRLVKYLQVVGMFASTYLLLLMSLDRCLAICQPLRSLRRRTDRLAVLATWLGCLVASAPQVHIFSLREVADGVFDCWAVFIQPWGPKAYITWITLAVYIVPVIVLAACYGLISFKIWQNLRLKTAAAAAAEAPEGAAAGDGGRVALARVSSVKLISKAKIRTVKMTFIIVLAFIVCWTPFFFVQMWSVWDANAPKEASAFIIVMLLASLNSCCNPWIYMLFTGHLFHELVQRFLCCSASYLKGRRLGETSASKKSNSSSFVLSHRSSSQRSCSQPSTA
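Assay system: CHO cell line stably expressing human OTR | Also added: Oxytocin at about EC15, sub-maximal agonist stimulus | Times: Compound 6 min at room temperature before oxytocin, 100 s read | Measured by: Fluo-8 intracellular calcium fluorescence, ex 470-495, em 515-575 nm | Controls: EC15 oxytocin alone as 0%, 75 nM oxytocin as 100%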
V1aR counter: V1a receptor agonism, counter-screen for OXTR agonists. P37288. CHO-V1R cells, Fluo-8 calcium fluorescence, agonist mode; 0% DMSO, 100% 3 nM vasopressin. activation, % at 3 µM. 320,000 tested, 0.25% active. AID 2797;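 active = activation above the mean activation of all tested compounds plus 3 SD, per screening run, cut at about 20% in these data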;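 note: signal is peak over basal fluorescence ratio across a 100 second FLIPR read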
CHO parental Ca: counter-screen: ATP calcium response change in parental CHO cells. inhibition, % at 5.6 µM. AID 463079. 330,000 tested, 0.63% active. parental CHO-K1, ATP-induced calcium, Fluo-8 fluorescence;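 active = inhibition above that plate's mean sample inhibition plus 3 SD, cut at about 26% in these data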;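 note: 0% = ATP-challenged DMSO wells and 100% = DMSO wells without ATP; some compounds past the cut are filed as inactive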
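Assay system: parental CHO cells; Read-out basis: percent inhibition of ATP-evoked calcium rise, normalized to controls; Benchmarks: ATP and no-ATP DMSO wells; Compound dosing: single nominal dose of 5.6 µM per compound; Signal: Fluo-8 calcium dye fluorescence; Also added: ATP as calcium-mobilizing challenge; Repeats: singlicate.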
CHO-K1 Ca PAM: counter-screen for M1 PAMs: effect in parental CHO-K1 cells | ATP EC20, Fluo-8 calcium fluorescence; 0% at ATP EC20, 100% at ATP max | activation, % at 3 µM | 360,000 tested, 0.02% active;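 active = activation above the run cutoff, the mean activation of all test compounds plus 3 SD, cut at about 40% in these data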;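 note: peak over basal fluorescence ratio in a 140 s read after ATP addition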
CHO-K1 Ca ag: nonselective activator or artifact in parental CHO-K1 cells; Fluo-8 calcium fluorescence; scaled to maximal ATP response, vehicle zero; activation, % at 3 µM; 360,000 tested, 0.48% active; AID 602248; in the data active = activation above about 15%;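 note: untransfected CHO-K1 host cells lacking M1 receptor as counterscreen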
CHO-K1 Ca antag: counter-screen for M1 antagonists: effect in parental CHO-K1 cells; ATP-induced calcium, Fluo-8 fluorescence; inhibition, % at 3 µM; 360,000 tested, 0.6% active; AID 602250;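 active = inhibition above a per-plate cutoff, the plate's mean sample inhibition plus 3 SD, cut at about 24% in these data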;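 note: 0% = DMSO plus EC80 ATP and 100% = DMSO alone without ATP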
TAAR1 ag: agonists of human TAAR1; CHO RD-HGA16 TAAR1, Fluo-8 calcium fluorescence; vehicle wells 0%, saturating PEA agonist 100%; AID 624467; activation, % at 3 µM; 360,000 tested, 0.99% active; Q96RJ0;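 active = activation above the mean activation of all test compounds in the run plus 3 SD, cut at about 38% in these data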
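Assay system – CHO-derived RD-HGA16 cells with stable Gα16 and human TAAR1 · Compound dosing – one-point dosing at 3 µM (nominal) · Incubation – 17-24 h seeding, 75 min 37 °C dye, 30 min RT · Measured by – kinetic Fluo-8 calcium fluorescence · Control set – DMSO vehicle as 0%, PEA at EC100 as 100% · Repeats – single well for each compound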
TAAR1 antagonist: antagonists of human TAAR1; Q96RJ0; CHO RD-HGA16 TAAR1, Fluo-8 calcium fluorescence, antagonist; inhibition, % at 3 µM; 360,000 tested, 1.5% active;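 active = inhibition above a per-plate cutoff, the mean inhibition of test compounds on that plate plus 3 SD, cut at about 49% in these data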;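 note: 0% = DMSO plus EC80 beta-PEA response and 100% = DMSO alone without agonist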
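test system = CHO RD-HGA16 cells bearing hTAAR1 | replication = singlicate | controls = DMSO-only wells and EC80 β-PEA-stimulated wells | reagent = EC80 β-phenethylamine stimulus | read-out basis = percent inhibition of PEA-evoked calcium signal, max/basal emission ratio | schedule = seeding 17-24 h prior, 75-min 37 °C, 30-min RT dye loading | signal = kinetic Fluo-8 calcium fluorescence measurement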
CHRM1 agonist: activates human CHRM1 receptor; 360,000 tested, 0.33% active; CHO-K1 hM1, Fluo-8 calcium fluorescence, agonist mode; 0% DMSO, 100% acetylcholine EC100; activation, % at 3 µM; P11229;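 active = activation above the run's mean compound activation plus 3 SD, cut at about 16% in these data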;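 note: peak over basal fluorescence ratio within a 140 s kinetic read after compound addition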
Target sequence (P11229 whole entry, looked up): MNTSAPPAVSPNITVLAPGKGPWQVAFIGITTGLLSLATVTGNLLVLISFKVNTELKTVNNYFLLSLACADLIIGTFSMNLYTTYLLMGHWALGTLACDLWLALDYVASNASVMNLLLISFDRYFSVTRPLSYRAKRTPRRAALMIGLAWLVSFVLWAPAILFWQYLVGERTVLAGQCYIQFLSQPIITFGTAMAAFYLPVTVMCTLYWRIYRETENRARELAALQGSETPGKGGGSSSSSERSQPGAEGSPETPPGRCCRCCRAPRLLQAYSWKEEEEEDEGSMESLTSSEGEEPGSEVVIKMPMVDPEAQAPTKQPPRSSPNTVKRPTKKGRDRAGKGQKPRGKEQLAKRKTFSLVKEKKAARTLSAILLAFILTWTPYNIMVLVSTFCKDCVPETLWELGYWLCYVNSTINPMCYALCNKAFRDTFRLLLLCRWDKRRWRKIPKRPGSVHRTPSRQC
Active calls of the source: *; . = not tested or not shown.

Compound	OXTR potentiator	V1aR counter	CHO parental Ca	CHO-K1 Ca PAM	CHO-K1 Ca ag	CHO-K1 Ca antag	TAAR1 ag	TAAR1 antagonist	CHRM1 agonist
O=C(Nc1cccnc1)c1cc2c(ccc3ccccc32)o1	-13	2.6	-18	-1	2.0	2	.	.	-4
N#CCCN(C(=O)COC(=O)c1ccc(Cl)nc1)c1ccc2c(c1)OCCO2	.	.	.	-1	0.3	13	2	-14	-2
CC#CCNCc1ccccc1	-9	0.0	-10	-2	-0.1	-10	4	-5	-3
Cc1ccc(C)c(CN2C(=O)C(C)Oc3ccc(C)cc32)c1 (configuration not stated)	-8	1.3	-26	20	1.9	-14	31	17	-8
O=C(/C=C1\NC2(CCCC2)Cc2ccccc21)C(=O)N/N=C/c1ccccc1O	-9	1.4	-27	8	-0.1	1	3	9	-4
O=C(CCc1nc2ccccc2s1)N1CCN(S(=O)(=O)c2cccs2)CC1	-9	0.3	-14	24	3.0	-12	9	4	-2
CC(=O)N1CCN(c2ccccc2NC(=O)COc2ccc(Br)cc2)CC1	-5	-0.7	-17	3	3.1	-6	8	22	-8
Cc1cc(C)cc(NC(=O)CN(C)S(=O)(=O)c2cnc[nH]2)c1	-15	-0.2	-5	-1	-0.1	8	1	6	-3
Cc1ccc(-n2c(SCC(=O)N/N=C/c3ccccc3C(=O)O)nnc2-c2ccccc2)cc1	-5	-1.0	-16	4	6.4	-2	2	-18	-3
Cc1nc2c(C#N)c[nH]n2c(=O)c1CCO	3	1.0	-2	29	2.6	-13	1	-40	-1
CNc1nc(N)c([N+](=O)[O-])c(Nc2cccc(Cl)c2)n1	12	-1.2	-15	3	0.1	-5	33	-82	3
COc1ccc(CCNC(=O)c2cnccn2)cc1	-6	-0.3	3	17	0.3	-9	1	-2	-3
Cc1cc(C)c(NC(=O)Cn2nnc(C(=O)NCc3ccco3)c2N)c(C)c1	-1	0.8	1	15	-0.2	-2	3	-31	-1
CN=C(Nc1ccccc1)SC1CC(=O)N(c2ccc(C(=O)OC)cc2)C1=O (configuration not stated)	-17	0.9	-17	13	1.2	-4	5	12	-3
Cc1ccc(NC(=O)CN(C)C(=O)CSc2nnc(NC(C)C)s2)cc1	.	.	.	13	0.9	-9	4	-9	-2
COc1ccc(NC(=O)C(NC(C)=O)C(=O)NCc2ccc(F)cc2)cc1 (configuration not stated)	-10	-0.3	-7	11	0.2	-1	13	0	-1
CS(=O)(=O)c1ccc(NCCc2ccccn2)c([N+](=O)[O-])c1	3	0.7	-6	-9	0.9	-1	-2	9	-4
O=S(=O)(c1ccc(Cl)cc1)N1c2ccccc2Oc2nc3ccccc3nc21	-7	-0.7	-14	14	0.5	-7	7	7	-2
COc1ccc(C(CNC(=O)Cn2[nH]c(=O)c3ccccc3c2=O)N2CCCC2)cc1 (configuration not stated)	-21	0.2	-13	-3	0.1	1	3	-12	-4
COCCCN(CC(=O)NCc1ccccc1)S(=O)(=O)c1ccc(C)cc1	3	-0.5	-19	-3	0.3	-7	0	-11	-6
C=CCNc1nc2ccccc2nc1NS(=O)(=O)c1ccc(F)cc1	-5	0.9	4	0	2.1	-8	-1	2	1
Cc1nn(Cc2c(Cl)cccc2Cl)c(C)c1NC(=O)CCCn1nc(C)c([N+](=O)[O-])c1C	-4	0.5	-21	18	4.2	-1	3	-4	-10
O=C(NNC1CC(c2ccccc2)=NN1C(=O)c1ccccc1)c1ccccc1 (configuration not stated)	-2	-0.2	-17	9	0.8	0	1	5	-2
Cc1cc(C)c(NC(=O)CSc2nc3ccccc3c(=O)n2CCCN2CCOCC2)c(C)c1	4	0.0	-19	4	0.5	20	-1	-4	-3
CCN(CC(N)=O)S(=O)(=O)c1ccc(Br)cc1	-4	0.9	-1	-3	0.0	-5	8	15	-1

Further compounds follow.
Compound	OXTR potentiator	V1aR counter	CHO parental Ca	CHO-K1 Ca PAM	CHO-K1 Ca ag	CHO-K1 Ca antag	TAAR1 ag	TAAR1 antagonist	CHRM1 agonist
CN(C)C(=O)CCc1ccc2c3c([nH]c2c1)[C@]1(CCC2CCCC2)[C@@H](C(=O)N2CCOCC2)C[C@H](CC(=O)NC(C)(C)C)C(=O)N1CC3	.	.	-25	-10	-0.3	-7	5	-11	-7
O=C(c1cccc(F)c1)n1nnc2ccccc21	3	0.7	-3	20	0.9	-7	1	-2	-2
CCOc1cc(C(=O)NC(C)C2CC3CCC2C3)cc(OCC)c1OCC (configuration not stated)	13	-1.5	-34	20	0.1	-16	-3	-53	-4
CC(Oc1ccccc1Cl)C(=O)Nc1ccc(S(=O)(=O)N2CCCC2)cc1 (configuration not stated)	-12	2.2	-15	13	4.2	0	6	26	-3
O=C(CSCc1cnn(-c2ccccc2)c1-n1cccc1)N1CCN(Cc2ccccc2)CC1	-5	0.3	-4	9	2.2	-2	2	17	-7
CN(C)c1ccc(C(=O)/C=C/c2ccccc2)cc1	-11	5.9	-13	17	1.3	-6	0	7	-7
COC(=O)c1nn(-c2cccc(C)c2)c2nnc(Cc3ccccc3)c(=O)n12	-8	-1.0	-20	13	1.4	-12	2	3	-5
COc1ccc(C2=NOC(Cn3nc(C(=O)NCc4cccc(C(F)(F)F)c4)cc3-c3ccccc3)C2)cc1 (configuration not stated)	-11	1.8	19	9	0.1	-10	11	55*	-1
NC(=O)COC(=O)c1ccccc1OCc1ccccc1	-7	0.3	-2	-6	-0.1	2	3	2	-3
Cc1cccc(NC(=O)c2cc([N+](=O)[O-])ccc2N2CCCCC2)n1	-2	-1.4	-9	-1	-0.8	-14	-3	-21	-6
Cc1ccn2c(C(=O)CSc3ccccc3)c(C)nc2c1	-5	1.3	-18	0	4.0	5	7	21	-4
CCC(CC)NCCOC(=O)c1ccc([N+](=O)[O-])cc1	-13	0.9	-12	14	2.7	-13	14	-25	-8
CN(C)CCCNC(=S)N1CCC(c2nc3ccccc3[nH]2)CC1	0	1.0	-1	19	-0.3	11	0	-9	-10
CS(=O)(=O)N(CC(=O)NCc1ccccn1)c1ccc2c(c1)OCCO2	-5	2.2	-3	7	0.4	-17	4	-16	-1
COC(=O)C1=NN(c2ccccc2)C2C(=O)N(c3ccccc3OC)C(=O)C12 (configuration not stated)	-7	1.0	-10	16	1.3	-4	1	21	-6
CCOC(=O)c1csc(NC(=O)CN2CCN(C)CC2)n1	-12	0.1	-6	-12	0.7	-11	6	-8	-9
CN(C)/C=C/C(=O)c1ccc(-n2cccc2)cc1	-2	0.3	-15	30	2.2	-19	1	-10	-2
Cc1ccccc1NC(=O)CC1C(=O)Nc2ccccc2N1CC(=O)N(C)C1CCS(=O)(=O)C1 (configuration not stated)	-2	1.1	3	-12	-0.6	1	5	-6	-3
C=CCNC(=S)/C(=C(/[O-])c1ccc([N+](=O)[O-])cc1)[n+]1ccccc1	-1	0.0	6	9	-0.2	-3	4	9	-13
Cn1c(CCN2CCN(c3ccc(F)cc3)CC2)nc2cc(NC(=O)c3ccco3)ccc21	5	-0.9	1	-4	0.1	16	3	-10	-7
CO/N=C/C1CCN(c2ncc(C(F)(F)F)cc2Cl)C1=O (configuration not stated)	-1	-0.2	-8	29	-0.1	-14	2	-6	-6
O=C(NCCc1cccc(Cl)c1)c1ccc(Cl)c([N+](=O)[O-])c1	-11	2.8	-20	5	5.2	2	1	34	-7
CCOC(=O)C(=O)N1c2ccccc2C(N(C(=O)C(=O)OCC)c2ccccc2)CC1C (configuration not stated)	-5	-0.3	-33	10	0.1	-1	-1	-9	-2
Cc1nc(-c2ccc(S(=O)(=O)NCc3ccccn3)s2)cs1	-12	1.4	-13	16	4.5	-3	12	-4	-5
O=C(c1ccco1)N1CCN(c2ccnc3cc(Cl)ccc23)CC1	-11	4.6	-7	3	3.4	-8	16	-5	-8

Later entries.
Compound	OXTR potentiator	V1aR counter	CHO parental Ca	CHO-K1 Ca PAM	CHO-K1 Ca ag	CHO-K1 Ca antag	TAAR1 ag	TAAR1 antagonist	CHRM1 agonist
COc1ccccc1/C=C1\SC(=S)N(CCC(=O)Nc2cccc(O)c2)C1=O	-16	8.2	-5	22	5.5	-4	63*	81*	2
CC(C)NC(=O)NC(=O)COC(=O)Cc1ccsc1	-4	1.0	-8	11	2.0	-13	4	-13	-4
Cc1cccc(NC(=S)N=Nc2c(O)n(CN3CCOCC3)c3ccccc23)c1C	-11	-1.7	-14	15	0.2	-6	-2	10	-9
COc1ccc(C(C(=O)NC2CCCC2)N(C(=O)c2snc(C(N)=O)c2N)C2CCCC2)cc1OC (configuration not stated)	-18	-0.8	-12	-7	0.9	-2	3	-4	-6
CCOC(=O)c1sc(Nc2ccc(C)cc2C)nc1C	-18	-1.3	-15	14	0.5	-12	25	17	-4
Cc1noc(C)c1CSCC(=O)N(C)CC(=O)Nc1ccc(Cl)c(C(F)(F)F)c1	-11	7.1	-1	0	8.8	-13	7	-6	1
Cc1cc(C(F)(F)F)n2ncc(-c3ccc(F)cc3)c2n1	4	-0.1	-10	23	0.1	-18	4	3	-2
N#C/C(=C\c1ccccc1)C(=O)NCCN1CCOCC1	7	0.4	-1	3	1.4	-11	0	-8	0
CCC1Oc2ccc(C)cc2N(CC(=O)NCCc2ccc(OC)c(OC)c2)C1=O (configuration not stated)	-2	1.8	-12	-3	1.4	6	3	11	8
COc1cccc(CNC(=O)c2ccc(OC)c(S(=O)(=O)NC3CCCC3)c2)c1	-3	2.2	-25	-1	0.7	-8	2	9	-2
Cc1ccc([C@H]2C[C@H](n3cc(-c4ccc(F)cc4)nn3)[C@@H](O)CN2CC2CCCCC2)cc1	.	.	.	13	0.1	-6	-1	-9	-2
CCOC(=O)[C@@H]1[C@H]2COc3cc(OC)ccc3[C@H]2N2C(=O)N(c3ccc(F)cc3)C(=O)[C@]12C	3	1.2	-17	-2	-0.1	-3	.	.	-3
O=C(O)CCc1ccccc1OC(=O)c1ccccc1	1	0.1	-7	4	-0.5	-4	1	-21	-2
C/C(=N\NC(=O)CSCc1ccc([N+](=O)[O-])cc1)c1ccccc1O	-3	1.2	-5	19	0.8	-6	0	-7	-6

Assay outcomes: PubChem, The Scripps Research Institute Molecular Screening Center
